# Cav3 T inh: human Cav3.2 channel inhibition, primary screen. O95180. Cav3.2-expressing cells, Fluo-4 calcium fluorescence FDSS; hits give low values. B-score at 10 µM. hit rate 4% among 100,000. AID 449739;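 active = single-dose well whose peak fluorescence ratio is a statistical outlier from its plate by either plate-standardised score or position-corrected B-score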
# * = called active by the depositor. Some of the compounds tested. The share of hits here may be higher or lower than overall.
SMILES	Cav3 T inh
C/C(N)=C(/C#N)C(=O)CSc1nnc(Nc2cccc(C)c2)s1	-0.393
CC(=N\Nc1ccccc1)/C(=N/O)C(=O)Nc1ccccc1	0.162
COc1cc(CNCCc2ccc(S(N)(=O)=O)cc2)ccc1OCC(=O)NC1CCCCC1	0.0459
Cc1cc2cc3c(cc2nc1SCC(=O)Nc1c(C)cccc1C)CCC3	-1.76
CCOC(=O)N1CCN(C(=O)Cc2ccsc2)CC1	-1.19
CS(=O)(=O)N(CC(=O)Nc1ccccc1)Cc1ccc(Cl)cc1	-0.399
O=C(COc1ccc(S(=O)(=O)N2CCCC2)cc1Cl)NC1CC1	0.00772
COc1cc(NC(=O)c2ccccc2)c(OC)cc1NC(=O)CN1CCOCC1	0.916
COCCCn1c(SCC(=O)N2CC(=O)Nc3ccccc32)nnc1-c1ccoc1C	-0.224
C[C@H](NC(=O)c1nc[nH]c1C(=O)N1CCc2ccccc2C1)C(=O)OC(C)(C)C	0.0623
Cc1cc(=O)n2nc(N3CCC(C(=O)NC4CCCc5ccccc54)CC3)sc2n1 (stereo not given)	0.933
O=c1c2c3c(sc2nc2n1CCCC2)CCCCC3	1.2
CCn1nc(C(=O)Nc2ccc(C)c(C)c2)c(Cl)c1Cl	0.414
CCOc1ccc(C(C)C)cc1S(=O)(=O)n1nc(C)cc1C	-4.23*
CCC(C)NC(=O)C1CC(c2ccc(OC)cc2)=NO1 (stereo not given)	-0.086

# Arranged by value in Cav3 T inh (largest number first): 7 from the list above.
SMILES	Cav3 T inh
O=c1c2c3c(sc2nc2n1CCCC2)CCCCC3	1.2
COc1cc(NC(=O)c2ccccc2)c(OC)cc1NC(=O)CN1CCOCC1	0.916
CCn1nc(C(=O)Nc2ccc(C)c(C)c2)c(Cl)c1Cl	0.414
COc1cc(CNCCc2ccc(S(N)(=O)=O)cc2)ccc1OCC(=O)NC1CCCCC1	0.0459
O=C(COc1ccc(S(=O)(=O)N2CCCC2)cc1Cl)NC1CC1	0.00772
C/C(N)=C(/C#N)C(=O)CSc1nnc(Nc2cccc(C)c2)s1	-0.393
CCOC(=O)N1CCN(C(=O)Cc2ccsc2)CC1	-1.19

# (cont.)
SMILES	Cav3 T inh
COc1cccc(C(=O)/C=C/c2ccc(SC)cc2)c1	0.204
Cc1ccc(-n2nc(C(=O)O)c3ccccc3c2=O)cc1C	0.767
CCc1ccc(N(C(=O)c2ccco2)C(C(=O)NC2CCCC2)c2ccco2)cc1 (stereo not given)	-1.95
NC(=O)c1ccccc1N	0.719
COc1ccc(-c2nc3c(n2O)CCCC3=O)cc1OC	0.403
CCOC(=O)c1c(C)n(C)c2ccc(OC)c(NC(=O)CCN3CCSCC3)c12	0.0789
CS(=O)c1nc(-c2ccc(Br)cc2)cc(-c2ccccc2)c1C#N (stereo not given)	-0.477
CCc1c(C)nc(SCC(=O)c2ccc(C)c(C)c2)[nH]c1=O	-0.819
CC(C)CN(CC(C)C)C(=O)Cc1coc2ccc3ccccc3c12	-4.86*
Brc1ccc(Oc2ncc(CN3CCOCC3)s2)cc1	-0.154
Nc1nc2nc(SCC(=O)N3CCCc4ccccc43)[nH]c2c(=O)[nH]1	-0.0691
CN1C(=O)CSc2ccc(NC(=O)Nc3ccccn3)cc21	0.781
COC(=O)C1C2C=CC3(CN(Cc4cccs4)C(=O)C13)O2 (stereo not given)	0.416
CCCCN(C(=O)NC(=O)Nc1nc2ccc(OC)cc2s1)S(C)(=O)=O	1.51
O=C1CC(Nc2ccccc2)C(=O)N1c1ccc(N2CCOCC2)cc1 (stereo not given)	0.864
Cc1ccc(CCNC(=O)C2CCN(S(=O)(=O)c3cccc4nsnc34)CC2)cc1	-1.13
COc1ccc(-c2nnc(-c3cccnc3)o2)cc1	0.201
Nc1ccc(Sc2cnn(-c3ccccc3)c(=O)c2Cl)cc1	-0.703
Cc1cccc(NC(=O)c2ccccc2O)c1C	-1.11
CCOc1ccc(Nc2oc(-c3cccc(Cl)c3)nc2C#N)cc1	-0.0376
O=C(Nc1ccc(Cl)c([N+](=O)[O-])c1)c1ccc(NCCCN2CCOCC2)c([N+](=O)[O-])c1	0.341
COc1ccc(S(=O)(=O)NCc2ccccn2)cc1	0.827
CCN(CC)C(=O)Cn1nc(-c2ccccc2O)nc1SCC(=O)Nc1ccc(OC)cc1	-3.52
CCN(CC)C(=O)COc1cc(C)cc2oc(=O)cc(-c3ccccc3)c12	0.194
Cc1cc(C)cc(NC(=O)CSc2nc(N)c(NC(=O)c3cccs3)c(=O)[nH]2)c1	2.43
O=C(NCCc1ccccc1)NC1CCCCC1	-0.218
COCC(=O)Nc1ccc(S(=O)(=O)NCCc2ccccc2)cc1	1.21
O=C(CCn1cccc1)Nc1nccs1	1.14
CNC(=O)c1c[nH]n2c(=O)c(Cc3ccccc3F)c(C)nc12	-0.147
COc1ccc(C(=O)CSc2nnc(C3CCCCC3)n2N)c(OC)c1	0.0945
Cc1ccc(-c2nc(SCC(=O)NCC3CCCO3)c(-c3ccc(Cl)cc3)[nH]2)cc1 (stereo not given)	-0.233
Cn1c(=O)c2c(nc(SCC(=O)NCc3ccc4c(c3)OCO4)n2Cc2ccccc2)n(C)c1=O	1.28
CCc1ccc(N(C(=O)Cc2cccs2)C(C(=O)NC2CCCCC2)c2cn(C)nc2C)cc1 (stereo not given)	-1.2
COC(=O)[C@H](CCSC)NC(=O)N1CCN(Cc2ccccc2)CC1	0.399
Fc1ccc2c(c1)C(c1ccncc1)=NNC(c1cccnc1)=N2	-0.0572
COc1ccc(-n2cnnc2SCCC#N)cc1	-0.963
Cc1cc2cc(CN(Cc3ccco3)C(=O)C3CCCCC3)c(=O)[nH]c2cc1C	-9.29*
Cc1ccccc1NC(=O)Cc1c(O)c2ccccc2[nH]c1=O	0.384
CCOc1ccc(S(=O)(=O)Nc2ccc(S(=O)(=O)N3CCCCC3)cc2)cc1	-5.23
CC1CCCN(c2nc3nonc3nc2N2CCCC(C)C2)C1 (stereo not given)	-1.28
Cc1ccc(S(=O)(=O)N(c2cccc(C(F)(F)F)c2)C2C=CS(=O)(=O)C2)cc1 (stereo not given)	0.22
CCc1ccc(C(C)NC(=O)/C(C#N)=C\c2cn[nH]c2-c2ccccc2)cc1 (stereo not given)	-1.6
COC(=O)CC1Oc2ccccc2N(Cc2ccc(C)cc2)C1=O (stereo not given)	-2.84
COC(C[C@H]1O[C@@H]1[C@H](O)COCc1ccccc1)OC	-0.847
CCC(C)NS(=O)(=O)c1ccc(OCC(=O)NCc2ccco2)cc1 (stereo not given)	0.475
COCCOC(=O)c1c(C)n(C)c2ccc(OC(=O)c3ccco3)cc12	0.242
CCOC(=O)c1sc2cc([N+](=O)[O-])cc(SCC(=O)OC)c2c1N	-0.293
CCOC(=O)Cn1c(=O)n(Cc2ccco2)c(=O)c2ccc(C(=O)NC3CCCC3)cc21	-0.147
Cn1ccnc1Sc1nc2ccccc2nc1NS(=O)(=O)c1ccccc1	-1.31
Cc1cccc(N2C(=O)CC(N3CCN(C(=O)c4ccccc4)CC3)C2=O)c1 (stereo not given)	0.599
CC(=O)NN1C(=O)c2ccc(Oc3ccc([N+](=O)[O-])cc3)cc2C1=O	1.42
COc1ccc(OC)c(NC(=O)COC(=O)c2ccc(-n3cnnn3)cc2)c1	0.881
CCC1Sc2ccccc2N(CC(=O)NC2CCCC2)C1=O (stereo not given)	0.332
O=S(Cc1ccc(Cl)cc1)CC(O)COc1ccc(Cl)cc1 (stereo not given)	-2.02
O=S(=O)(c1cc(-c2nc3ccccc3s2)ccc1Cl)N1CCOCC1	-0.0349
O=C1c2ccccc2C(=O)N1CCN1CCc2ccccc21	-1.8
CSc1nc(Oc2ccc(Cl)cc2)c2sccc2n1	0.14
C=CCOC(=O)CCP(=O)(CCC(=O)OCC=C)c1ccccc1	-0.273
CCCCn1c2c(c3ccccc31)CCc1nonc1-2	-0.107
O=C(Nc1cccc(C(=O)N2CCOCC2)c1)NC1CCCCC1	0.959

# As entered above.
# O=C(COc1ccc(S(=O)(=O)N2CCCC2)cc1Cl)NC1CC1 – Cav3 T inh = 0.00772
# O=C(NCCc1ccccc1)NC1CCCCC1 – Cav3 T inh = -0.218
# CCc1ccc(N(C(=O)Cc2cccs2)C(C(=O)NC2CCCCC2)c2cn(C)nc2C)cc1 (stereo not given) – Cav3 T inh = -1.2
# CCOC(=O)N1CCN(C(=O)Cc2ccsc2)CC1 – Cav3 T inh = -1.19

# (next part)
SMILES	Cav3 T inh
CNC(=O)NCCN1CCCC1=O	0.0333
C=C(C)CSc1nnc(-c2cc(OC)c(OC)c(OC)c2)n1N	-0.00539
COc1cc(C)nc(OCCNC(=O)COc2ccc(Cl)cc2C)n1	-0.217
O=C(COc1ccccc1)Nc1ccc(S(=O)(=O)N2CCCCCC2)cc1	-1.84
O=C(CSc1ccc(Cl)cc1)N1CCN(c2ccc([N+](=O)[O-])cc2Cl)CC1	-3.71
CC1(C(=O)N(c2ccccc2)C(C(=O)NC2CCCC2)c2ccccn2)CC(=O)N=C2C=CC=CN21 (stereo not given)	-1.38
Cc1ccc(C(=O)/C=C/c2c(C)nn(-c3ccccc3)c2Cl)cc1	-0.956
O=C(CSc1nnc(-c2ccccc2O)o1)Oc1ccc(Br)cc1	0.084
O=C(C1CC1)N1CCC(c2nc(-c3ccc(S(=O)(=O)N4CCCC4)cc3)no2)CC1	0.843
CCC(CC)NC(=O)c1ccc2nc[nH]c2c1	0.664
c1ccc(CNc2ncnc3c2ncn3C2CCCCO2)cc1 (stereo not given)	0.495
O=C1c2ccccc2C(=O)N1CN(C(=O)COc1ccccc1)c1ccccc1	0.0293
COc1ccc(-c2nc(Cc3ccc(Cl)cc3)no2)cc1OC	1.75
COc1ccc(CNC(=O)c2ccc(N3CCC4(CC3)CC(c3ccc(Cl)cc3)=NO4)c(N)c2)cc1	-1.58
CCOC(=O)c1oc2ccccc2c1CSc1nnnn1-c1ccc(C)cc1	-3.9*
O=[N+]([O-])c1ccc(O)c2ncccc12	0.389
Cc1cc(C)cc(NC(=O)CN2CCCN(S(=O)(=O)c3ccc(Br)s3)CC2)c1	-3.28
COc1cc([C@H]2[C@@H]3CCCC[C@]3(O)CCN2CC(=O)Nc2ccc(C)cc2)ccc1O	-0.457
COc1cc(C(=O)NCc2cccc3ccccc23)cc(Cl)c1OC	-2.42
COc1ccc(S(=O)(=O)n2ccnc2)c2cccnc12	0.673
COc1cc(C(=O)N2CCCN(c3nc4cc(C)ccc4cc3C#N)CC2)cc(OC)c1OC	1.07
COc1ccc(N(C(=O)c2cnccn2)C(C(=O)NC2CCCCC2)c2ccc(Cl)cc2)cc1 (stereo not given)	-0.201
CCCc1ccc(OC(=O)c2cccs2)cc1	-0.252
C=CCOc1ccc2nc(NC(=O)OC)[nH]c2c1	-0.401
O=C(COC(=O)c1ccc(Br)o1)NCc1cccs1	0.0203
O=C(O)Cn1cc2c(n1)CCCCC2	-0.985
CCOC(=O)CNC(=O)CSc1nnc(-c2cccc(C)c2)n1-c1ccc(OC)cc1	0.172
CN=C1SC(CC(=O)Nc2sc(C)c(C)c2C(=O)OC)C(=O)N1C (stereo not given)	-2.39
CS(=O)(=O)N1N=C(c2ccc(Br)cc2)CC1c1ccc2c(c1)OCO2 (stereo not given)	0.785
Cc1ccccc1OCC(=O)NNC(=O)Nc1ccc(Cl)cc1	-0.569
NCCN1CCN(CCN)CC1	-0.00616
CCOC(=O)c1cc(CC)sc1NC(=O)c1ccc(N2C(=O)CCC2=O)cc1	-1.44
CCCc1oc(C(=O)O)cc1CN1CCCC1	0.27
COC(=O)c1ccc(NC(=S)N2CCN(Cc3ccccc3)CC2)cc1	0.265
COc1cccc(-c2noc(-c3cccnc3)n2)c1	-0.274
CC(CC(C)C(=O)Nc1ccccc1C(C)(C)C)C(=O)O (stereo not given)	0.017
Cc1ccc2c(C)nc(Nc3nc(CSc4nnc(C)s4)cc(=O)[nH]3)nc2c1	1.42
CCCNC(=O)c1cc(-c2ccco2)on1	0.105
COC(=O)CCC(=O)Nc1ccc(NC(=O)CCC(=O)OC)cc1	0.85
O=c1oc2ccccc2c2c1ncn2C1CCCCC1	-3.57
O=C(NCCC1=CCCCC1)C1CCCN(S(=O)(=O)c2cccnc2)C1 (stereo not given)	0.98
CCOc1ccc(CN(CCO)CCO)cc1C(=O)OC	-0.168
NC(=O)c1oc2ccccc2c1NC(=O)c1ccccc1	0.867
Cc1ccc2nc(N3CCC(C(=O)O)CC3)nc(-c3ccccc3)c2c1	-0.938
Cc1ccc(S(=O)(=O)NCC(=O)Nc2ccc(C(F)(F)F)cc2)cc1	-1.19
O=C(CSc1oc(-c2ccco2)nc1S(=O)(=O)c1ccccc1)NCC1CCCO1 (stereo not given)	0.124
CC(C)(C)OC(=O)N1CCC(C(N)=O)CC1	0.524
COc1cc(NC(=O)c2ccco2)ccc1NC(=O)c1ccccc1Cl	0.535
Cc1csc(NC(=O)CSc2nnc(Cc3cccn3C)n2-c2ccc(F)cc2)n1	-5.78*
CCOC(=O)N1CCC(NC(=O)c2cc3sccc3n2CC)CC1	-0.0468
O=C(Nc1ccccc1)Nc1ccc(C(=O)N2CCOCC2)cc1	0.653
COCCNC(=O)C1CC(c2ccc([N+](=O)[O-])cc2)=NO1 (stereo not given)	2.22
Cc1ccc(-c2nn(CC(=O)NC(C)c3ccccc3)c(=O)c3ccccc23)cc1 (stereo not given)	-3.52
O=C(NCc1ccc2c(c1)OCO2)C1CCCN1C(=O)Nc1ccc(F)cc1 (stereo not given)	1.36
Cc1cc(C)c(S(=O)(=O)NCC2CCC(C(=O)NCc3ccc4c(c3)OCO4)CC2)c(C)c1 (stereo not given)	-1.96
COC(=O)c1c(NC(=O)c2ccoc2C)sc2c1CCC2	-0.575
CCOC(=O)CSc1nc2sccc2c(=O)[nH]1	0.808
COc1ccc(-c2n[nH]c(=S)n2C2CCCCC2)cc1	-1.98
COc1ccc(-c2nnc3ccc(SC)nn23)cc1	-0.29

# Assay outcomes deposited in PubChem by Vanderbilt High Throughput Screening Facility.
